TAAR1 agonist: human TAAR1 agonism. Q96RJ0. CHO RD-HGA16 TAAR1, Fluo-8 calcium fluorescence; vehicle wells 0%, saturating PEA agonist 100%. activation, % at 3 µM. 0.99% of 360,000 active. AID 624467;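 active = activation above the mean activation of all test compounds in the run plus 3 SD, cut at about 38% in these data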
Target sequence (Q96RJ0 whole entry, looked up): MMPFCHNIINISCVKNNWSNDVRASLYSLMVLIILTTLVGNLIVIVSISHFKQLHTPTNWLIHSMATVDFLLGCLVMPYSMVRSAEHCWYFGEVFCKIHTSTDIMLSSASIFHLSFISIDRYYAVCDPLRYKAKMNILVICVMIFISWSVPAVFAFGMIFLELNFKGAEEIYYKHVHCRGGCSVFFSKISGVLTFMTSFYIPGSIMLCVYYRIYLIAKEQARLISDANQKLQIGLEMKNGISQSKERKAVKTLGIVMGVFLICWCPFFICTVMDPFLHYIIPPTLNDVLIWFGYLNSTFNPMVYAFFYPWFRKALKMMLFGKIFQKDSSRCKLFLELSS
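Benchmarks: low control DMSO, high control PEA (EC100); System: CHO RD-HGA16 cells carrying human TAAR1 plus Gα16; Detection: Fluo-8 fluorescence, 5 s baseline then 140 s kinetic read; Schedule: 17-24 h plating, Fluo-8 75 min 37 °C, 30 min RT; Read-out basis: % activation from peak over basal fluorescence ratio, DMSO-to-PEA scaled.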
TAAR1 antag: antagonists of human TAAR1; Q96RJ0; CHO RD-HGA16 TAAR1, Fluo-8 calcium fluorescence, antagonist; inhibition, % at 3 µM; 1.5% of 360,000 active;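 active = inhibition above a per-plate cutoff, the mean inhibition of test compounds on that plate plus 3 SD, cut at about 49% in these data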;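 note: 0% = DMSO plus EC80 beta-PEA response and 100% = DMSO alone without agonist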
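Assay system: RD-HGA16 CHO cells with stable hTAAR1 and Gα16 / Reagent: EC80 β-phenethylamine stimulus / Doses: 3 µM, single point / Timing: dye loading 75 min at 37 °C, then 30 min room temperature / Measured by: Fluo-8 intracellular calcium dye fluorescence, real-time kinetic reads / Controls: vehicle wells and EC80 agonist wells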
Active calls of the source: *. An excerpt, so the mix of outcomes need not match the whole.

For CCOC(=O)N1CCN(C(=O)C[C@H]2C[C@@]3(C(=O)OC)C(=C[C@H](COCc4ccccc4)O[C@@H]3C)N(CCC3=CCCCC3)C2=O)CC1 the results were TAAR1 agonist -3 and TAAR1 antag -16.
`CSc1nn(CCC#N)c(=O)[nH]c1=O` gave TAAR1 agonist 6 and TAAR1 antag -37.
`COC(=O)[C@]12C[C@H](CC(=O)N3CCCCC3)C(=O)N(Cc3ccc4c(c3)OCO4)C1=C[C@H](C(C)(C)C)O[C@@H]2C` gave TAAR1 agonist -1 and TAAR1 antag -24.
CCCCOCC1CN(CCCC)S(=O)(=O)c2c(Oc3ccc(C)cc3)cccc2O1 (stereo not given) was read as TAAR1 agonist 4 and TAAR1 antag -28.
`COC(=O)C[C@@H]1C=C[C@H](NC(=O)Nc2ccc(OC)cc2)[C@@H](CO)O1` gave TAAR1 agonist 4 and TAAR1 antag -6.
CCOC(=O)C1CSCCS(=O)(=O)N1Cc1ccc(F)cc1F (stereo not given) was read as TAAR1 agonist 3 and TAAR1 antag 0.
C=CCN1C(=O)c2n[nH]c(COC)c2C1c1ccc(Br)cc1 (stereo not given) was read as TAAR1 agonist 1 and TAAR1 antag -2.
CCCCCCCCN1C(=O)[C@H](CC(=O)NCC2CCCCC2)C[C@@]2(C(=O)OCC)CCC=C12 was read as TAAR1 agonist 0 and TAAR1 antag -13.
`O=C1CCCCCN1CP(=O)(O)CN1CCOCC1` gave TAAR1 agonist 15 and TAAR1 antag -2.
Screening COC(=O)[C@]12CCCCC=C1N(Cc1ccccc1)C(=O)[C@H](CC(=O)N1CCCCC1)C2 returned TAAR1 agonist 16 and TAAR1 antag 41.
`Cc1ccc(S(=O)(=O)N2[C@H](CC(=O)c3ccc(Cl)c(Cl)c3)OC[C@@H]2C(C)C)cc1` gave TAAR1 agonist 0 and TAAR1 antag -9.
COC(=O)C[C@H]1C=C[C@H](NS(=O)(=O)c2cn(C)cn2)[C@@H](CO)O1 was read as TAAR1 agonist 7 and TAAR1 antag -22.
Cc1[nH]c2ccccc2c1CC(=O)Nc1ccc(Nc2cccnc2)c(-c2ccc(OC(F)(F)F)cc2)c1 was read as TAAR1 agonist 3 and TAAR1 antag -2.
Screening CCCN1CCCCC(NC(=O)c2ccc(-c3ccccc3)cc2)C1=O (stereo not given) returned TAAR1 agonist 0 and TAAR1 antag -1.
For CC(C)C[C@H](NC(=O)N1CCOCC1)C(=O)N1CCC[C@H]1C(=O)NCc1ccccc1 the results were TAAR1 agonist 4 and TAAR1 antag -21.
CO[C@@H]1CN(C)C(=O)c2cc(NC(=O)Nc3cc(F)ccc3F)ccc2OC[C@H](C)N(C(=O)c2ccccn2)C[C@@H]1C was read as TAAR1 agonist 2 and TAAR1 antag -24.
For Nc1[nH]c(C(=O)c2ccccc2)c(-c2ccc(Cl)cc2Cl)c1C(=O)c1ccc(Cl)c(Cl)c1 the results were TAAR1 agonist 10 and TAAR1 antag -27.
For Cc1ccc(CNC(=O)[C@@H](Cc2ccccc2)NC(=O)[C@H]2O[C@@H](n3ccc(N)nc3=O)[C@H](O)[C@@H]2O)o1 the results were TAAR1 agonist 1 and TAAR1 antag -3.
For COC(=O)c1ccc2nc(-c3ccc(Cl)cc3)c(CC3CCCCC3)n2c1 the results were TAAR1 agonist -1 and TAAR1 antag -3.
Screening CCNC(=O)c1cc2c(c(-c3cccc(-c4ccccc4F)c3)n1)[C@H](CCO)N(C(=O)CC)C2 returned TAAR1 agonist 2 and TAAR1 antag -12.
For Nc1sc(-c2ccccc2)cc1C(=O)NCCN1CCOCC1 the results were TAAR1 agonist 1 and TAAR1 antag -12.
CC[C@@H]1Cc2[nH]c(=O)[nH]c(=O)c2[C@H](c2ccc(Cl)cc2)O1 was read as TAAR1 agonist 1 and TAAR1 antag -6.
For CCOC(=O)[C@]12CCCC=C1N(CCc1ccc(OC)c(OC)c1)C(=O)[C@H](CC(=O)NCCCN1CCCC1=O)C2 the results were TAAR1 agonist 1 and TAAR1 antag -15.
COc1cccc(C(=O)N2CCC[C@H]2C(=O)N2CCC[C@H]2C(=O)NCc2ccccn2)c1 was read as TAAR1 agonist 3 and TAAR1 antag -20.
`O=c1c2c3c(sc2n(CCN2CCOCC2)c(=O)n1C1CCCCC1)CCCCC3` gave TAAR1 agonist 7 and TAAR1 antag -25.
Screening CCN=C1NC(CCc2ccccc2)C(C(=O)OC)=C(C)N1Cc1ccc(C(F)(F)F)cc1 (stereo not given) returned TAAR1 agonist 8 and TAAR1 antag -3.
`N#Cc1ccc(C2CC(OCCF)=CC(=O)O2)cc1` (stereo not given) gave TAAR1 agonist 0 and TAAR1 antag 3.
`CCNC(=O)C[C@@H]1CC[C@H]2[C@@H](COC[C@H](O)CN2C(=O)C2CC2)O1` gave TAAR1 agonist 0 and TAAR1 antag 2.
For Cc1ccc(S(=O)(=O)N2[C@H](CC(=O)c3cccs3)OC[C@@H]2C(C)C)cc1 the results were TAAR1 agonist 5 and TAAR1 antag -17.
`CC1(C)CC(=O)C=C(C#CC2CC2)C1` gave TAAR1 agonist 1 and TAAR1 antag 4.
CC(C)(C)n1nnnc1C(c1ccccc1)N1CCN(c2ccccn2)CC1 (stereo not given) was read as TAAR1 agonist 1 and TAAR1 antag 1.
`CCCN1C[C@@H](C)[C@@H](OC)CN(C)C(=O)c2ccc(NC(=O)c3cccc(F)c3)cc2OC[C@H]1C` gave TAAR1 agonist 1 and TAAR1 antag -16.
Screening O=C(NCc1cccc(C(F)(F)F)c1)C1C(=O)Nc2ccccc2C(=O)N1C1CCCC1 (stereo not given) returned TAAR1 agonist 3 and TAAR1 antag -8.
Screening Cc1ccc(CN2C(=O)CSCC2(C)C(=O)NCc2ccccc2)cc1 (stereo not given) returned TAAR1 agonist 3 and TAAR1 antag -24.
CCC(c1nnnn1-c1ccc2c(c1)OCCO2)N1CCN(c2cc(C)ccc2C)CC1 (stereo not given) was read as TAAR1 agonist -1 and TAAR1 antag -19.
`COCc1cc(N2CCNC[C@H]2C)ccc1N1C[C@@H](C)O[C@@H](C)C1` gave TAAR1 agonist 1 and TAAR1 antag -4.
Screening COc1ccc(C(=O)N(C)[C@H]2C[C@H]3c4[nH]c5c(-c6ccccc6)cccc5c4CCN3C(=O)[C@H]2[C@H](C)O)cc1 returned TAAR1 agonist 6 and TAAR1 antag 24.
`CC(C)C[C@H]1COc2cc(N(C)CCO)ccc2S(=O)(=O)N1` gave TAAR1 agonist 5 and TAAR1 antag -3.
Screening COCCN1Cc2cc(C(=O)OC)c3c(c2C1=O)c1cc(OC)ccc1n3S(=O)(=O)c1ccc(F)cc1 returned TAAR1 agonist 0 and TAAR1 antag -5.
`O=C(NCCN1CCC(n2c(=O)[nH]c3ccccc32)CC1)c1c(F)cccc1F` gave TAAR1 agonist 2 and TAAR1 antag -3.

Nine neighbouring compounds already listed:
For Nc1sc(-c2ccccc2)cc1C(=O)NCCN1CCOCC1 the results were TAAR1 agonist 1 and TAAR1 antag -12.
CC[C@@H]1Cc2[nH]c(=O)[nH]c(=O)c2[C@H](c2ccc(Cl)cc2)O1 was read as TAAR1 agonist 1 and TAAR1 antag -6.
For CCOC(=O)[C@]12CCCC=C1N(CCc1ccc(OC)c(OC)c1)C(=O)[C@H](CC(=O)NCCCN1CCCC1=O)C2 the results were TAAR1 agonist 1 and TAAR1 antag -15.
COc1cccc(C(=O)N2CCC[C@H]2C(=O)N2CCC[C@H]2C(=O)NCc2ccccn2)c1 was read as TAAR1 agonist 3 and TAAR1 antag -20.
`O=c1c2c3c(sc2n(CCN2CCOCC2)c(=O)n1C1CCCCC1)CCCCC3` gave TAAR1 agonist 7 and TAAR1 antag -25.
Screening CCN=C1NC(CCc2ccccc2)C(C(=O)OC)=C(C)N1Cc1ccc(C(F)(F)F)cc1 (stereo not given) returned TAAR1 agonist 8 and TAAR1 antag -3.
`N#Cc1ccc(C2CC(OCCF)=CC(=O)O2)cc1` (stereo not given) gave TAAR1 agonist 0 and TAAR1 antag 3.
`CCNC(=O)C[C@@H]1CC[C@H]2[C@@H](COC[C@H](O)CN2C(=O)C2CC2)O1` gave TAAR1 agonist 0 and TAAR1 antag 2.
For Cc1ccc(S(=O)(=O)N2[C@H](CC(=O)c3cccs3)OC[C@@H]2C(C)C)cc1 the results were TAAR1 agonist 5 and TAAR1 antag -17.

Other compounds
`CC(C)C[C@H]1CN([C@@H](Cc2ccc(O)cc2)CN2CCC[C@H]2CN2C(=O)C(=O)NC[C@@H]2Cc2ccccc2)C(=O)C(=O)N1CC1CCCCCC1` gave TAAR1 agonist 7 and TAAR1 antag -32.
COc1cccc(-c2nnc(N(C)C(=O)c3ccno3)s2)c1 was read as TAAR1 agonist 1 and TAAR1 antag 9.
Screening COCc1[nH]nc2c1C(c1ccc(F)cc1)N(c1ccccc1)C2=O (stereo not given) returned TAAR1 agonist 0 and TAAR1 antag -16.
`COc1cccc(C(=O)Nc2ccc3c(c2)OC[C@H](C)N(C(=O)C2CCCC2)C[C@@H](C)[C@@H](OC)CN(C)C3=O)c1` gave TAAR1 agonist 1 and TAAR1 antag -6.
Screening COC(=O)[C@]12C[C@H](CC(=O)NCCCCc3ccccc3)C(=O)N(Cc3ccc4c(c3)OCO4)C1=C[C@H](COCc1ccccc1)O[C@@H]2C returned TAAR1 agonist 2 and TAAR1 antag -13.
For CCCCNc1c(-c2ccccn2)nc2nc(C)cc(C)n12 the results were TAAR1 agonist 4 and TAAR1 antag -19.
N#Cc1ccc(-c2nc3c4ccccc4ccn3c2CC2CCCCC2)cc1 was read as TAAR1 agonist -1 and TAAR1 antag -9.
COc1ccc(NC(=O)c2cc(-c3sc(NC(=O)c4ccccc4)nc3C)n(Cc3ccccc3)n2)cc1 was read as TAAR1 agonist 1 and TAAR1 antag -5.
`C[C@@H]1CN([C@@H](C)CO)C(=O)CCCn2cc(nn2)CO[C@H]1CN(C)C(=O)Nc1ccc(N2CCN(C)CC2)cc1` gave TAAR1 agonist 4 and TAAR1 antag -13.
CCOc1cc(-c2ccccc2)nc2c1CN(S(=O)(=O)c1ccc(C)cc1)C(c1cccc(Cl)c1)C2 (stereo not given) was read as TAAR1 agonist 1 and TAAR1 antag -2.
CCCCCCCCN1C(=O)[C@H](CC(=O)N2CCCC2)C[C@@]2(C(=O)OC)CC(C)(C)CC=C12 was read as TAAR1 agonist 1 and TAAR1 antag -30.
O=S1(=O)c2ccc(Br)cc2OCCC2CCCCN21 (stereo not given) was read as TAAR1 agonist 1 and TAAR1 antag -7.
`O=C1NC[C@@H](CCCCN2C[C@H](Cc3ccccc3)N(CC3CCCCC3)C(=O)C2=O)N(CCc2ccccc2)C1=O` gave TAAR1 agonist 4 and TAAR1 antag -14.
For Nc1nc2c(Br)ccc(Br)c2cc1C(=O)NCc1cccc2ccccc12 the results were TAAR1 agonist 2 and TAAR1 antag 14.
`Cc1cccc(N2CCN(C3C(=O)Nc4ccccc4-n4nnnc43)CC2)c1C` (stereo not given) gave TAAR1 agonist 23 and TAAR1 antag 13.
`Cc1cccc(C)c1N1C(=O)c2ccccc2NC(=O)C1C(=O)NCCOc1ccccc1` (stereo not given) gave TAAR1 agonist 3 and TAAR1 antag -13.
CCCCOCCCNC(=O)C[C@@H]1C[C@@]2(C(=O)OCC)CCC=C2N(Cc2ccc(Cl)cc2Cl)C1=O was read as TAAR1 agonist 0 and TAAR1 antag -32.
CCOC(=O)N[C@H](C(=O)N1CCC[C@H]1C(=O)NC1CCCC1)c1ccccc1 was read as TAAR1 agonist 1 and TAAR1 antag -19.
For C[C@H](O)[C@@H]1C(=O)N2CCc3c([nH]c4cccc(-c5ccccc5)c34)[C@@H]2C[C@@H]1N(C)C(=O)C1CCCCC1 the results were TAAR1 agonist 1 and TAAR1 antag -15.
`Cc1ccc(S(=O)(=O)N2CCCc3nc(C)c(C)cc32)cc1` gave TAAR1 agonist -1 and TAAR1 antag -19.
For Nc1[nH]c(C(=O)c2ccccc2)c(-c2ccccc2C(F)(F)F)c1C(=O)NCc1cccc2ccccc12 the results were TAAR1 agonist 1 and TAAR1 antag -16.
For O=S1(=O)CC(N2CCSCC2)CN1Cc1cn(Cc2ccccc2)nn1 (stereo not given) the results were TAAR1 agonist 0 and TAAR1 antag -8.
COC(=O)[C@]12CCCCC=C1N(CCC1=CCCCC1)C(=O)[C@H](CC(=O)NCC13CC4CC(CC(C4)C1)C3)C2 was read as TAAR1 agonist 1 and TAAR1 antag 19.
For CCCCOCC1CN(CCCC)S(=O)(=O)c2c(cccc2N2CCCCC2)O1 (stereo not given) the results were TAAR1 agonist -1 and TAAR1 antag -16.
COC(=O)C1=C(C)N(C)C(=NCc2cccc(C(F)(F)F)c2)NC1c1ccc(C(F)(F)F)cc1 (stereo not given) was read as TAAR1 agonist 27 and TAAR1 antag 51*.
For CCC(C(=O)NCc1ccccc1)n1c(-c2cccs2)nc2ccccc21 (stereo not given) the results were TAAR1 agonist 1 and TAAR1 antag 0.
Screening Nc1[nH]c(C(=O)c2ccc(Br)cc2)c(-c2ccc(Cl)cc2Cl)c1C(=O)NCCc1c[nH]c2ccccc12 returned TAAR1 agonist 1 and TAAR1 antag -12.
`COC(=O)CCCn1cc(CN2CC(N3CCCC3)CS2(=O)=O)nn1` (stereo not given) gave TAAR1 agonist 3 and TAAR1 antag 1.
CC(CCl)n1c(=O)c2ccccc2n1S(C)(=O)=O (stereo not given) was read as TAAR1 agonist 5 and TAAR1 antag -1.
